OXTR agonist: agonists of human oxytocin receptor. AID 2435. activation, % at 3 µM. CHO-OTR cells, Fluo-8 calcium fluorescence; normalized: DMSO 0%, oxytocin 100%. hit rate 0.32% among 320,000;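 active = activation above the mean of all tested compounds plus 3 SD, cutoff set per screening run, cut at about 20% in these data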;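 also: peak over basal fluorescence ratio from a 100 s FLIPR kinetic read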
Target sequence (P30559 whole entry, looked up): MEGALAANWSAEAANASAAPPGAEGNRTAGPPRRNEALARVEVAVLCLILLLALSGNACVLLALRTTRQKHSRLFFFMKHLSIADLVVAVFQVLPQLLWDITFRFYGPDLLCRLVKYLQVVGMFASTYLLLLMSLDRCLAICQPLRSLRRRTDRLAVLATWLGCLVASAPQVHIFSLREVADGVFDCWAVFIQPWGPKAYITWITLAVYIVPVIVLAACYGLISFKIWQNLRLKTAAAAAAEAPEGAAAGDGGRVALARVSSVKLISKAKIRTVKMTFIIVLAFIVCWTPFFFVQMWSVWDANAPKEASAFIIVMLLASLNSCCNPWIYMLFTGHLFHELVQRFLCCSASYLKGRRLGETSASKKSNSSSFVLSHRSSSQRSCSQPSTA
CHRM1 PAM: potentiates human M1 receptor response to acetylcholine. AID 588819. CHO-K1 hM1, Fluo-8 calcium fluorescence, ACh EC20; 0% = ACh EC20, 100% = maximal ACh. hit rate 0.088% among 360,000. activation, % at 3 µM. P11229; in the data active = activation above about 19%, passing the limit was not always enough
Target sequence (P11229 whole entry, looked up): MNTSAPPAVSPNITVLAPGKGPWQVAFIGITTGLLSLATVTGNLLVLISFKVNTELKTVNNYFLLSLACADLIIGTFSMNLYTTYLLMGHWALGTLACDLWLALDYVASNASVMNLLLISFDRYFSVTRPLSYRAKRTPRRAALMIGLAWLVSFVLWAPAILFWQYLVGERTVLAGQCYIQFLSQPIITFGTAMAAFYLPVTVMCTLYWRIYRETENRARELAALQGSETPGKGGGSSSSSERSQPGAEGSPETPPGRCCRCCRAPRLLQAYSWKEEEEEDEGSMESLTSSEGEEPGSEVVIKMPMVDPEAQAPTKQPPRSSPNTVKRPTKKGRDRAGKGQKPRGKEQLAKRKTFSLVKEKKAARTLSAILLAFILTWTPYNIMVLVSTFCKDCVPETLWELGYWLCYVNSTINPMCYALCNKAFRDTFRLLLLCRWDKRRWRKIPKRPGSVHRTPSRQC
CHRM1 antagonist: human CHRM1 antagonism; hit rate 1.3% among 360,000; CHO-K1 hM1, Fluo-8 calcium fluorescence, ACh EC80 antagonist; inhibition, % at 3 µM;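 active = percent inhibition above its own plate's cutoff, namely the mean of that plate's compound wells plus 3 SD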;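 also: peak over basal fluorescence ratio during 140 s after agonist addition; 0% = ACh EC80 plus DMSO and 100% = DMSO alone without agonist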
M1 ag: activates human CHRM1 receptor; hit rate 0.33% among 360,000; P11229; CHO-K1 hM1, Fluo-8 calcium fluorescence, agonist mode; 0% DMSO, 100% acetylcholine EC100; activation, % at 3 µM; AID 588814;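 active = activation above the run's mean compound activation plus 3 SD, cut at about 16% in these data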;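 also: peak over basal fluorescence ratio within a 140 s kinetic read after compound addition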
OXTR potentiator: potentiators of human oxytocin receptor. P30559. CHO-OTR cells, Fluo-8 calcium fluorescence, potentiator mode; 0% = oxytocin EC15, 100% = EC100. activation, % at 3 µM. hit rate 0.061% among 320,000. AID 2445;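 active = activation above that plate's cutoff, the mean activation of tested compounds plus 3 SD, cut at about 6.6% in these data, passing the limit was not always enough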;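 also: 100% uses oxytocin at 75 nM as the full agonist control; some results filed as inactive read as strong as hits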
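Dosing: Single dose, 3.0 µM nominal final compound concentration | Material: Human OTR in CHO cells | Technique: Kinetic Fluo-8 calcium fluorescence | Benchmarks: EC15 oxytocin alone as 0%, 75 nM oxytocin as 100% | Probe or stimulus: Oxytocin at about EC15, sub-maximal agonist stimulus | Incubation: Compound 6 min at room temperature before oxytocin, 100 s read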
TAAR1 agonist: agonists of human TAAR1; Q96RJ0; hit rate 0.99% among 360,000; AID 624467; activation, % at 3 µM; CHO RD-HGA16 TAAR1, Fluo-8 calcium fluorescence; vehicle wells 0%, saturating PEA agonist 100%;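 active = activation above the mean activation of all test compounds in the run plus 3 SD, cut at about 38% in these data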
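System: CHO RD-HGA16 cells carrying human TAAR1 plus Gα16; Incubation: 17-24 h seeding, 75 min 37 °C dye, 30 min RT; Measured by: Fluo-8 fluorescence, 5 s baseline then 140 s kinetic read; Control set: DMSO and PEA EC100; Replication: single well for each compound.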
CHO parental Ca: counter-screen for OX1R antagonists: effect in parental CHO cells; parental CHO-K1, ATP-induced calcium, Fluo-8 fluorescence; inhibition, % at 5.6 µM; hit rate 0.63% among 330,000; AID 463079;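 active = inhibition above that plate's mean sample inhibition plus 3 SD, cut at about 26% in these data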;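 also: 0% = ATP-challenged DMSO wells and 100% = DMSO wells without ATP; some compounds past the cut are filed as inactive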
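Material: Parental CHO cells | Reagent: ATP | Compound dosing: Single nominal dose of 5.6 µM per compound | Detection: Intracellular calcium via Fluo-8 no-wash fluorescent dye | Read-out: % inhibition of ATP-induced calcium mobilization | Benchmarks: Low control ATP plus DMSO, high control DMSO only | Replicates: Singlicate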
TAAR1 antagonist: human TAAR1 antagonism. CHO RD-HGA16 TAAR1, Fluo-8 calcium fluorescence, antagonist. inhibition, % at 3 µM. Q96RJ0. hit rate 1.5% among 360,000. AID 624466;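 active = inhibition above a per-plate cutoff, the mean inhibition of test compounds on that plate plus 3 SD, cut at about 49% in these data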;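 also: 0% = DMSO plus EC80 beta-PEA response and 100% = DMSO alone without agonist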
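System: RD-HGA16 CHO cells with stable hTAAR1 and Gα16 | Probe or stimulus: EC80 β-phenethylamine stimulus | Dosing: 3 µM, single point | Times: Dye loading 75 min at 37 °C, then 30 min room temperature | Measured by: Fluo-8 calcium-sensitive fluorescence | Read-out basis: % inhibition of agonist calcium response | Replicates: n of 1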
V1R ag counter: counter-screen for oxytocin receptor agonists: human V1a receptor agonists; AID 2797; hit rate 0.25% among 320,000; CHO-V1R cells, Fluo-8 calcium fluorescence, agonist mode; 0% DMSO, 100% 3 nM vasopressin; P37288; activation, % at 3 µM;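 active = activation above the mean activation of all tested compounds plus 3 SD, per screening run, cut at about 20% in these data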;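 also: signal is peak over basal fluorescence ratio across a 100 second FLIPR read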
An asterisk follows results filed as active; x = not tested or not shown.

Molecule	OXTR agonist	M1 ag	OXTR potentiator	CHO parental Ca	CHRM1 PAM	TAAR1 agonist	V1R ag counter	TAAR1 antagonist	CHRM1 antagonist
O=C(COC(=O)c1nc(Cl)ccc1Cl)NNC(=O)c1ccccc1	0.8	-3	2	-7	11	1	2.4	-15	-12
Cc1cc(OCC(=O)Nc2ccncc2)cc(C)c1Cl	19	2	-24	44*	-13	19	14	13	30*
CCN(C(=O)CSc1nccc(=O)[nH]1)c1cccc2ccccc12	1.3	-4	0	-19	6	13	0.1	-12	-6
COc1ccc(-n2nnnc2SCC(=O)Nc2cccc(C)n2)cc1OC	0.9	6	0	-5	10	6	1.2	1	2
O=C1C2C3C=CC(C3)C2C(=O)N1CNc1ccccc1 (stereo not drawn)	-0.1	-5	-9	7	7	1	0.5	-16	-12
O=C(NCc1ccccc1)c1cc2ccccc2oc1=O	-0.3	2	-3	-10	0	17	0.1	-24	5
O=C1NC(Cc2ccccc2)c2nc3cc(F)ccc3c(=O)n2-c2cc3ccccc3cc21 (stereo not drawn)	x	-5	x	x	-5	-1	x	20	3
O=C(CSC1=NCCS1)NC(NC(=O)CSC1=NCCS1)c1ccccc1	-1.0	-12	-15	-4	4	3	0.5	-3	-1
CCCc1cc(=O)n2nc(N3CCC(C(=O)NCc4ccco4)CC3)sc2n1	-1.5	-4	-6	-17	5	20	-0.7	-28	-3
O=C(Nc1ccccc1)O/N=C/c1ccccc1Cl	2.0	-8	2	-15	3	x	0.1	x	1
O=C(COc1ccc2ccccc2c1)N1CCN(C(=O)c2cccs2)CC1	1.1	12	-23	-10	1	6	2.0	17	2
CC(C)c1nc2oc3c(N4CCN(C)CC4)ncnc3c2c2c1CCC2	x	-4	x	x	5	2	x	13	-5
Cc1ccc(NC(=O)C(C)OC(=O)Cn2[nH]c(=O)c3ccccc3c2=O)cc1 (stereo not drawn)	-0.2	-2	-3	-3	4	0	0.7	-20	-4
CCOc1cc(/C=C\[N+](=O)[O-])ccc1OCC(=O)Nc1ccccc1C	0.1	4	0	-21	26*	x	1.0	x	-9
COc1ccc(-n2c(=S)[nH]c3cc(C(=O)Nc4ccc(C)c(F)c4)ccc3c2=O)c(OC)c1	2.5	-1	-11	15	-12	5	4.4	13	16
Cc1oc(-c2cccc(Cl)c2)nc1CS(=O)(=O)CC(=O)NCc1ccco1	2.7	0	-7	-26	-10	1	7.3	-7	22
Cc1csc2nnc(N)n12	0.0	0	-2	4	10	12	1.6	2	-17
CN(C)CCC1Sc2ccccc2Oc2ccccc21 (stereo not drawn)	5.2	-4	-11	-32	-22	3	0.8	12	48*
Cc1noc(C)c1CSc1nnc2ccccn12	0.9	-6	0	-3	-3	4	0.0	-1	7
CC(C(=O)O)N1C(=O)C2C3CC(C2C1=O)C1C(c2ccccc2)c2sc(=O)[nH]c2SC31 (stereo not drawn)	-0.1	-1	-14	-7	10	1	0.5	-5	2
COc1cc2c(cc1OC)C(C(=O)Nc1cc(C)c(OC)c(C)c1)CC(=O)N2 (stereo not drawn)	x	-5	x	x	10	1	x	2	-16
CCC(C(=O)NC1CCCC1)n1c2ccccc2c2nc(=O)cc(C)n21 (stereo not drawn)	x	-3	x	x	4	0	x	-6	-4
O=C(c1ccc(N2CCCC2)c([N+](=O)[O-])c1)N1CCN(c2ccccn2)CC1	-0.7	-5	-10	-28	5	3	-0.2	7	-6
CNC[C@H]1Oc2cc(Br)ccc2S(=O)(=O)N([C@@H](C)CO)C[C@H]1C	x	-8	x	x	10	2	x	-28	-8
O=[N+]([O-])c1cc2ccccc2nc1-c1ccccc1	x	-5	x	x	-1	-2	x	7	-5
Cc1ccc(C(C)C)c(Oc2nnnn2-c2ccccc2)c1	-2.5	1	-10	-6	8	2	-1.1	23	-28
CN(Cc1ccco1)S(=O)(=O)c1nnc(NC(=O)c2ccc(F)cc2)s1	8.5	2	-12	5	-1	1	8.6	15	-1
Cc1c(C)n(-c2ccccc2)c2ncnc(NCCN(C)C)c12	1.6	-11	0	-2	-5	8	1.3	-3	9
O=C(NCc1ccncc1)C(=O)NCC(c1ccco1)N1CCN(c2ccccc2F)CC1 (stereo not drawn)	0.6	-2	-3	-9	-1	6	2.0	-4	5
Cc1ccc(NC(=O)CSc2ncccn2)cc1F	-0.1	-9	-4	-1	12	-1	0.0	-10	-10
CN(Cc1ccon1)C(=O)C1CCC(=O)N(CCc2ccc(Cl)cc2)C1 (stereo not drawn)	x	-2	x	x	3	1	x	-12	-7
CCCOc1nc(N)c(C#N)c(-c2ccccc2F)c1C#N	x	-2	x	x	-6	12	x	20	-7
COc1ccc(S(=O)(=O)N2CCN(Cc3ccc(Cl)cc3)CC2)cc1	0.4	-7	-9	-9	-7	2	0.1	8	-1
Nc1c(C(=O)NCc2ccccc2)nnn1Cc1ccccc1	1.9	12	-7	-1	5	6	3.5	-18	19
COc1ccc(C(C[N+](=O)[O-])c2c(-c3ccccc3)cc3ccccn23)cc1 (stereo not drawn)	-1.1	-3	-12	-8	14	13	-0.7	4	-16
Cc1cc(NC(=O)c2cccnc2)ccc1NC(=O)c1ccco1	0.7	-4	4	3	1	5	0.0	19	1
CC(C)OC(=O)CC12CN3CC(CC(=O)OC(C)C)(CN(C1)C(=O)c1ccccc1C3=O)C2=O	0.3	-2	-4	-6	5	2	0.8	-1	-6
Cc1ccc(S(=O)(=O)N2CCN(C(=O)COC(=O)CCOc3ccccc3C)CC2)cc1	4.8	2	-14	-12	-4	7	7.7	16	2
CCN1CCN(c2nc(N)c([N+](=O)[O-])c(Nc3ccc(C)c(C)c3)n2)CC1	1.6	-12	1	-5	-18	-1	1.1	3	10
CC(=O)N1Cc2ccccc2CC1C(=O)N1CCN(c2ccccc2)CC1 (stereo not drawn)	-0.8	-4	-20	-17	-1	1	-0.4	-25	7
O=C(C(Cc1ccccc1)n1cccc1)N1CCCCCC1 (stereo not drawn)	-1.6	-11	-2	-9	-5	-2	-1.6	-4	2
COc1cccc(C2NC(=O)NC(C)=C2C(=O)OCC2CCCO2)c1 (stereo not drawn)	0.6	-2	-6	-8	5	3	-0.4	-19	0
Cc1ccc(CNc2ccc(N3CCOCC3)cc2)cc1	0.1	-2	-4	-11	2	1	-0.2	9	-14
CCS(=O)(=O)Nc1cc2c3c(c1)CCN3C(=O)CC2	0.3	-2	-4	-4	20	1	0.8	9	-19
CCCCCc1nnc(NC(=O)c2cccc(S(=O)(=O)N3CCOCC3)c2)s1	3.5	1	-1	-22	11	36	3.9	-25	-7
O=C(CSc1nnnn1-c1cccc2c1CCCC2)N1CCOCC1	2.5	12	-11	1	6	30	3.4	5	-6
O=C1NCCCC1C(=O)N/N=C/c1ccccc1O (stereo not drawn)	1.1	-3	-4	-3	0	2	0.2	11	-1
CC(C)(CO)NCc1cccc(OCc2ccc(Cl)cc2)c1	6.0	-9	-2	-11	5	11	2.8	8	-2
CCn1c(SCC(=O)N/N=C/c2c[nH]c3ccccc23)nnc1-c1ccc(C)cc1	-1.0	-5	-6	-19	2	2	-0.1	10	10
N#Cc1ccc(COC(=O)CC(NC(N)=O)c2ccc(Cl)cc2)cc1 (stereo not drawn)	1.1	-1	-2	-12	-2	10	1.0	-2	8

2 of the compounds above, as labelled records:
Cc1ccc(C(C)C)c(Oc2nnnn2-c2ccccc2)c1
  OXTR agonist = -2.5; M1 ag = 1; OXTR potentiator = -10; CHO parental Ca = -6; CHRM1 PAM = 8; TAAR1 agonist = 2; V1R ag counter = -1.1; TAAR1 antagonist = 23; CHRM1 antagonist = -28

CN(Cc1ccco1)S(=O)(=O)c1nnc(NC(=O)c2ccc(F)cc2)s1
  OXTR agonist = 8.5; M1 ag = 2; OXTR potentiator = -12; CHO parental Ca = 5; CHRM1 PAM = -1; TAAR1 agonist = 1; V1R ag counter = 8.6; TAAR1 antagonist = 15; CHRM1 antagonist = -1

Next structures
Molecule	OXTR agonist	M1 ag	OXTR potentiator	CHO parental Ca	CHRM1 PAM	TAAR1 agonist	V1R ag counter	TAAR1 antagonist	CHRM1 antagonist
COc1ccccc1C(c1c(O)nc(SC)[nH]c1=O)c1c(O)nc(SC)[nH]c1=O	-0.7	-2	-7	-5	11	1	0.3	-26	-12
CCC(C)c1ccc(NC(=O)CSc2nncn2N)cc1 (stereo not drawn)	0.8	-1	-9	-3	14	0	0.9	-4	-16
CCOC(=O)c1c(C)nc2cc(C)ccn12	-0.8	1	-4	-10	11	11	0.8	6	-1
O=c1cc2[nH]c3ccccc3c(=O)n2nc1-c1ccccc1	-1.3	-4	-4	-17	1	3	0.8	1	0
COC(=O)C(CC(C)C)NC(=O)C(Cc1ccccc1)NC(=O)C1CCCN1C(=O)OC(C)(C)C (stereo not drawn)	-0.1	-5	-3	-19	8	8	-1.3	7	-4
CCCCC(=O)Nc1ccc(NC(=O)c2ccc([N+](=O)[O-])cc2)cc1OC	-1.2	-4	-1	-9	-3	37	-0.3	1	2
C1=C(CCNCC2CCCCC2)CCCC1	1.4	-12	0	1	-15	2	0.0	-3	29
Cc1onc(-c2c(F)cccc2Cl)c1-c1nnc(-c2cccc3ccccc23)o1	-0.4	-1	4	-19	14	1	0.9	-6	-20
Cc1n[nH]c(C)c1CCC(=O)N/N=C/c1cccc([N+](=O)[O-])c1	1.7	-5	-5	-13	3	5	0.2	4	1
COc1cccc(-c2nn3c(-c4cc(C)[nH]n4)nnc3s2)c1	-2.5	-3	-2	-19	5	0	-1.5	-9	-3
Cc1nc2ccccc2n1CCc1nc2c3ccccc3nc(SCC#N)n2n1	1.8	x	2	-11	x	x	1.2	x	x
Nc1c(C(O)(C(F)(F)F)C(F)(F)F)ccc2ccccc12	x	-10	x	x	12	1	x	13	-21
Cc1cnc(CNC(=O)c2csc([C@H]3C[C@H](O)[C@@H](CO)O3)n2)cn1	x	1	x	x	6	1	x	-2	-13
CC1CCC(NC(=O)C2CCC(CNc3c(N4CCCCC4)c(=O)c3=O)CC2)CC1 (stereo not drawn)	1.6	-2	1	3	14	0	-0.3	-2	-12
O=C1CN(C(=O)COC(=O)c2ccc([N+](=O)[O-])o2)c2ccccc2N1	1.1	-1	1	-6	-4	10	0.3	-5	10
O=[N+]([O-])c1ccc(N2CCN(Cc3ccc(Br)o3)CC2)cc1	x	-6	x	x	-2	-1	x	12	-3
O=C(Nc1ccnn1C1CCN(Cc2ccccc2F)CC1)C1CCCC1	0.0	-3	-4	-4	5	0	0.8	9	-8

Compound activity (PubChem)
